Assay outcomes as filed in PubChem.
12-LOX inh: ALOX12 (human) lipoxygenase inhibition; P18054; purified 12hLO, xylenol orange hydroperoxide absorbance; Potency, µM (top dose mostly 108 µM), without a hit: at the top dose activity change, negative = inhibition, actives largely listed as inhibitors; 580,000 tested, 1.1% active; further: on the % scale 0 is the no-effect control and ±100 the full control effect
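Purified human 12hLO at 150 nM in 25 mM Hepes, 0.01% Triton X-100, pH 7.0, preincubated 15 min at room temperature with compound. Reaction started with 40 uM arachidonic acid, 30 min at room temperature. Hydroperoxide measured by Fe-xylenol orange, 573/405 nm absorbance ratio.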
Pin1 inh: human Pin1 inhibition. Q13526. Pin1 FP peptide displacement, HiFluor488, 10 min. Potency, µM (top dose mostly 115 µM), for inactives: top-dose activity, negative = inhibition, usual class: inhibitors. 390,000 tested, 0.009% active. AID 504891; active means well fitted inhibition curve with a large enough effect in the polarisation, with a control signal flat, not every such curve was filed as active; inconclusive means small, poorly fitted or top-dose-only effect, or effect the other way, or a change in a side signal; inactive means no such curve, though single readings can be large or run the other way; the % refers to the polarisation; further: on the % scale 0 is the no-effect control and ±100 the full control effect
Target sequence (Q13526 whole entry, looked up): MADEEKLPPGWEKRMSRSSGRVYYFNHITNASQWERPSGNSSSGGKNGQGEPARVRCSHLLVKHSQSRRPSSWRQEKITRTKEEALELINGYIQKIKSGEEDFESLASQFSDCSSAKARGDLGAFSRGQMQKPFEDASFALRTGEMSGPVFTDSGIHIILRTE
RGS4 inh: blocks human RGS4-accelerated GTP hydrolysis; P49798; Transcreener GDP fluorescence polarization, RGS4-accelerated GTP hydrolysis; Potency, µM (titrated, usually from 114 µM), inactives show top-dose activity change, negative = inhibition, usual class: inhibitors; 390,000 tested, 0.039% active; AID 504845; further: on the % scale 0 is the no-effect control and ±100 the full control effect; nearly all actives have a fitted effect of over 75% in size; some results filed as inactive show a strong effect at the top dose
Target sequence (P49798 whole entry, looked up): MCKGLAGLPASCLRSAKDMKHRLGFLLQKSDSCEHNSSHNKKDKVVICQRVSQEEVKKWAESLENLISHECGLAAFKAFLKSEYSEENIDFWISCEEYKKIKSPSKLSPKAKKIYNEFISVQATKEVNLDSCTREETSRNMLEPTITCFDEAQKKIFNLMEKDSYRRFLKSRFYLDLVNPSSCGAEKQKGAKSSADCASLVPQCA
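MLSMR compounds (23 nl, pin-transferred) preincubated 10 min at room temperature with a 500nM (2x) first reagent, then RGS4 at 900nM (2x) plus Transcreener GDP mix added; fluorescence polarization (620/688 nm) read before and after 90 min at 30 °C.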
ERG-DNA inh: blocks human ERG Ets domain binding to DNA. fluorescence polarization, His-ERG Ets domain / labelled DNA. Potency, µM (doses to about 76.9 µM), without a hit: at the top dose FP activity, negative = inhibition, actives largely listed as inhibitors. 370,000 tested, 0.028% active. AID 624246; active means well fitted inhibition curve with a large enough effect in the polarisation, with a control signal flat; inconclusive means small, poorly fitted or top-dose-only effect, or effect the other way, or a change in a side signal; inactive means no such curve, though single readings can be large or run the other way; the % refers to the polarisation;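 further: polarization taken with two DNA probes labelled with fluorescein and Texas red; % of control where 0% means no effect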
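His-tagged ERG Ets domain (1 uM in the protein solution; 300mM KCl, 50mM Tris-HCl, 1mM EDTA, 1mM DTT, pH 7.5) received compound, then a probe mix of 5 nM fluorescein-DNA and 100nM Texas-615-DNA. Fluorescence polarization was read for both dyes.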
HP1b chromo inh: HP1-beta chromodomain-methylated histone interaction inhibition; P83916; AlphaScreen HP1-beta / biotin-H3K9me3 peptide binding; Potency, µM (titrated, usually from 114 µM), without a hit: at the top dose activity change, negative = inhibition, hits mostly inhibitors; 390,000 tested, 0.56% active; AID 540317; further: nearly all actives have a fitted effect of over 70% in size; inactives centre near 23
Target sequence (P83916 whole entry, looked up): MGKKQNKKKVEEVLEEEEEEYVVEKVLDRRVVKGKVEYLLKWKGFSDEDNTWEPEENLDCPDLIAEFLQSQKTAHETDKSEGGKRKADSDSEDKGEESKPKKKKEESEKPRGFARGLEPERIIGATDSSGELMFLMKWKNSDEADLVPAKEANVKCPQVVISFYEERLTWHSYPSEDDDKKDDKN
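HP1-beta protein (50 nM final) preincubated 30 min at room temperature with biotinylated H3(1-18)K9me3 peptide (50 nM) in PBS pH 7.4, 0.01% Tween-20, then compound added for 30 min. AlphaScreen streptavidin donor/nickel chelate acceptor beads (10 ug/mL final), 30 min dark, luminescence read.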
GLS inh: glutaminase GLS (human) inhibition; GLS enzymatic activity, qHTS titration; AID 624170; O94925; Potency, µM (titrated, usually from 45.5 µM), without a hit: at the highest dose activity change, negative = inhibition, usual class: inhibitors; 410,000 tested, 0.21% active; further: on the % scale 0 is the no-effect control and ±100 the full control effect
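Assay buffer: 45 mM KH2PO4 pH 8.2, 0.02% Tween-20. hKGA acts on L-glutamine (1 mM solution added); product glutamate is reported by an oxidase/peroxidase Amplex Red coupling, with fluorescence taken at baseline and 30 min.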
TrxR1 inh: inhibitors of rat thioredoxin reductase 1; Potency, µM (doses to about 114 µM), inactives show top-dose activity change, negative = inhibition, most hits filed as inhibitors; 390,000 tested, 1% active; recombinant rTrxR1, NADPH fluorescence consumption, selenite substrate; AID 588453; O89049; further: on the % scale 0 is the no-effect control and ±100 the full control effect; nearly all actives have a fitted effect of over 65% in size
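Rat TrxR1 (90 nM in the dispensed reagent) was pre-reduced with 400 uM NADPH for 5 min at room temperature, then incubated with compound for 15 min. After 400 uM selenite was added, NADPH fluorescence (Ex 340/Em 450 nm) was followed for 8 min.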
PGK inhibitor: T. brucei PGK inhibition. PGK/GAPDH coupled, Kinase-Glo luminescence, 60 min. Potency, µM (titrated, usually from 57.5 µM), inactives show at the highest dose activity change, negative = inhibition, hits mostly inhibitors. 380,000 tested, 0.043% active. P07378; further: on the % scale 0 is the no-effect control and ±100 the full control effect; nearly all actives have a fitted effect of over 60% in size
Target sequence (P07378 whole entry, looked up): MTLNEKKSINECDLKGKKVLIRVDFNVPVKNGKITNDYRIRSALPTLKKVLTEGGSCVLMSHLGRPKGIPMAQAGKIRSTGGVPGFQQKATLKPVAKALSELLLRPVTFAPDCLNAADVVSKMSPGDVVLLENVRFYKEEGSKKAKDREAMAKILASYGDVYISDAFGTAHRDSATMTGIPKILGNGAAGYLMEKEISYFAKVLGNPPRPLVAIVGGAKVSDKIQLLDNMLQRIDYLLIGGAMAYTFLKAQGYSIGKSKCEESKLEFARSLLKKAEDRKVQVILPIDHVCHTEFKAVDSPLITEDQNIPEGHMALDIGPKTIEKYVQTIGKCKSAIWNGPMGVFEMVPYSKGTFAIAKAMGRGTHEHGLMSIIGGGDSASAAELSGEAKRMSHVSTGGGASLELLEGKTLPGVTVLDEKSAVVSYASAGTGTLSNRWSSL
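Luminescent ATP detection (Kinase-Glo Plus) follows a 60-minute room-temperature incubation, with wells lacking PGK as controls. Buffer: 100 mM TEA (pH 7.6), 5 mM MgCl2, 0.01% Tween-20. Coupling enzyme GAPDH (100 nM final) supplies unstable 1,3-BPG in-well.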
JMJD2A Tudor inh: JMJD2A Tudor domain (human) inhibition; Potency, µM (top dose mostly 114 µM), for inactives: top-dose activity change, negative = inhibition, actives largely listed as inhibitors; AID 504339; O75164; 390,000 tested, 4.4% active; AlphaScreen JMJD2A-Tudor / H3K4me3 peptide binding; further: on the % scale 0 is the no-effect control and ±100 the full control effect; nearly all actives have a fitted effect of over 50% in size
An asterisk follows results filed as active; i = inactive; ? = inconclusive; / = no result given; & = joins results of further samples; [ ] = dose if it differs, or a comment. Unless noted, the call rests on the fitted dose curve; in most records, active means well fitted curve in the direction sought with a large enough effect; inconclusive means small, poorly fitted or top-dose-only effect, or another doubt; inactive means no such curve, though single readings can be large; an effect the other way counts as inactive or inconclusive. Potency means the concentration at half of the fitted maximal effect.

SMILES	12-LOX inh	Pin1 inh	RGS4 inh	ERG-DNA inh	HP1b chromo inh	GLS inh	TrxR1 inh	PGK inhibitor	JMJD2A Tudor inh
COc1ccc(C2NC(=S)NC3=C2CCc2cc(OC)ccc23)cc1 (stereo not given)	28µM*	4%	-49%	-7%	-20%	?	2%	-7%	?
O=C(NN=C1CCCC1)c1cccc(Br)c1	-7%	12%	-41%	13%	55%[activator]	-15%	-2%[57.1 µM]	-11%	-7%
CCOc1cccc(C(=O)NC2=NCCS2)c1	11%	-5%	7%	4%	44%[activator]	2%	5%[57.1 µM]	-1%	-13%
Cc1ccc(NC(=S)N2CCC(C(=O)c3ccc(F)cc3)CC2)cc1C	?	0%	-6%	0%	19%	5%	17%	-1%	-32%
O=C(COc1cccc2ccccc12)Nc1cc(Cl)ccc1C(=O)O	?	-10%	-25%	-9%	7%	-19%	14%[57.1 µM]	-1%	-22%
Cc1c(NS(=O)(=O)c2cccc(C(=O)Nc3cccc(F)c3)c2)c(=O)n(-c2ccccc2)n1C	-25%	5%	3%	-3%	7%	15%	0%	-3%	-13%
Cn1c(SCC(=O)c2ccc(-c3ccccc3)cc2)nnc1-c1ccco1	-22%	?	-17%	1%	9%	-1%	-9%	1%	-22%
Cc1ccccc1C(=O)Nc1ccnn1C1CCN(Cc2c(C)n(C)c3ccccc23)CC1	-3%	-16%	-10%[56.9 µM]	-3%	5%	-9%	3%	-9%	?
Cc1c(OCC(=O)N2CCC(C(N)=O)CC2)ccc2c1oc(=O)c1ccccc12	-5%	-6%	-7%	0%	10%	3%	153%[activator]	-4%	-19%
Cn1c(=O)c2c(nc(CN3CCN(Cc4ccccc4)CC3)n2Cc2ccc(Cl)cc2)n(C)c1=O	-3%&-12%	-2%	-16%	6%	12%	8%	1%[57.1 µM]	-9%	?
COc1cccc(/C=N/Nc2nc3ccccc3n3cnnc23)c1O	-29%	9%	-36%	0%	35%	11%	-18%	-1%	-22%[57.1 µM]
Nn1c(Cc2ccccc2F)n[nH]c1=S	-14%	-3%	-37%	8%	24%	0%	-5%	-2%	3.2µM*
CSc1ccccc1OCc1cc(C(=O)N(C)C(C)c2ccccn2)no1 (stereo not given)	?	-8%	-29%	6%	23%	-9%	-10%	-11%	-9%
O=C(NC1CCCC1)c1noc2c1CCCCC2	0%	-4%	-21%[56.9 µM]	7%	-7%	-2%	2%	-2%	-16%[57.1 µM]
Cc1ccc(OCCSc2nc3ccccc3n2CC(=O)O)cc1	13%	1%	28%	-17%	8%	11%	17%[2.29 µM]	-5%	-32%
COc1ccc(NC(=O)c2ccc3c(c2)N(Cc2cccc(Cl)c2)C(=O)c2ccccc2S3(=O)=O)cc1Cl	-4%	5%	-4%	-1%	34%	1%	18%	-5%	-14%
CC(C)(C)OC(=O)N1CCC(C(=O)Nc2cccc(C(=O)NCCc3ccccc3)c2)CC1	-4%	-7%	7%	-3%	33%	16%	4%	2%	-20%
CS(=O)(=O)Nc1ccc(N2CCCCC2)c(Cl)c1	-14%	-4%	11%	-1%	-8%	48%[activator]	0%	-3%	-27%
CCCCCCCCCCOC(=O)Cn1c(COc2ccccc2OC)[n+](C)c2ccccc21	?	0%	-22%[56.9 µM]	5%	47%[activator]	-25%	?	i	-24%
N#Cc1c2n(c3c(N)ncnc13)CCCCC2	0%	-4%	8%	-10%	-3%	5%	11%[57.1 µM]	-4%	0%
Cc1ccc2nc(N3CCN(c4ccccc4)CC3)c3nnnn3c2c1	-1%	-2%	2%	5%	79%[activator]	3%	8%	1%	27%
CC(C)N(C(=O)Cn1cc(S(=O)(=O)CC(=O)Nc2ccccc2)c2ccccc21)C(C)C	16%	0%	-10%	-11%	29%	-1%	15%	-3%	-12%
Cc1ccc(C(=O)NCCSc2snnc2C)cc1	0%	-7%	17%	-1%	39%[activator]	-2%	13%[57.1 µM]	4%	2%
Cc1ccc(C(=O)Nc2nc3ccccc3n3nnnc23)cc1	21%	-6%	-10%	-6%	23%	1%	16%	-10%	4%
NS(=O)(=O)c1cccc(NC(=O)COC(=O)CSCc2ccccc2)c1	-5%	0%	-23%	?	38%	-1%	9%	-2%	-3%
Cc1[nH]nc2nc(SCC(=O)NCC3CCCO3)n(-c3ccc(Br)cc3)c(=N)c12 (stereo not given)	-7%	1%	15%	5%	43%[activator]	-4%	-9%[57.1 µM]	5%	-7%
Cc1ccc(C)c2nc3sc(C(=O)O)cc3cc12	-10%	3%	-30%	-8%	37%	0%	2%[57.1 µM]	0%	-5%
O=C(Cc1ccccc1)NNC(=S)NC(=O)c1cccnc1	?	-4%	?	-12%	18%	-4%	-14%	-9%	25µM*
CN(C)Cc1nc2c(c(=O)[nH]1)C(C)(C)Cc1ccccc1-2	33%[activator]	-1%	2%	2%	18%	7%	-7%	8%	-24%
Cc1ccc(NC(=O)C(C)c2cccc(C(=O)c3ccccc3)c2)cc1 (stereo not given)	-16%	9%	-18%	/	34%	10%	18%	-9%	-10%
COc1ccccc1C(=O)NC(=O)COC(=O)c1ccc([N+](=O)[O-])cc1Cl	8%	-2%	19%	-4%	10%	0%	7%	-12%	-16%
CSc1ccc(Cl)c(C(=O)Nc2ccc(C)cn2)c1	8%	-5%	-16%	2%	44%	-8%	15%	-10%	-12%
COC(=O)CC/C(=N/Nc1ccc(Cl)c(Cl)c1)C(=O)OC	16µM*	-7%	-2%	2%	103%[activator]	-1%	21%	-4%	54%[activator]
CCN1CCN(S(=O)(=O)c2ccc(Cl)c(C(=O)Nc3ccccc3N3CCCCC3)c2)CC1	?	1%	-44%	3%	51%	6%	9%[57.1 µM]	-2%	?
Cc1cc(C)nc(NS(=O)(=O)c2ccc(NC(=O)C3CC3)cc2)n1	18%	-3%	-1%	0%	18%	15%	11%	0%	-7%
CS(=O)(=O)c1nc(-c2ccc(Br)cc2)n[nH]1	-13%	?	-28%	5%	50%[activator]	149%[activator]	5%[57.1 µM]	-10%	30%
Cc1ccc(CC(=O)NNC(=O)c2ccncc2)cc1C	?	3%	?	-12%	?	6%	-11%	-2%	-36%
CCc1cccc2c(C#N)cn(CC(=O)NCCOC)c12	-22%	-2%	1%	4%	26%	-9%	10%[57.1 µM]	-11%	2%
Cc1cc(S(=O)(=O)N2CCCC2)ccc1OCC(=O)NCc1ccccn1	?	0%	15%	7%	18%	0%	-1%	3%	2%
C/C=C/C=[N+](\[O-])C(C)/C(=N/O)c1ccc(F)cc1 (stereo not given)	0%	4%	17%	3%	12%	12%	-6%[57.1 µM]	-3%	-13%
C=CCn1c(SCC(=O)NC2CCCCC2)nnc1-c1cccnc1	-4%	1%	21%	6%	22%	5%	-10%	-3%	4%
CNC(=O)c1ccc2c(c1)N(Cc1ccccc1Cl)C(=O)c1ccccc1S2	-26%	12%	-12%	-6%	-15%	-6%	20%[57.1 µM]	-3%	-16%
COc1ccc(NC(=O)CC2SC(=N)N(c3ccccc3)C2=O)c(OC)c1 (stereo not given)	-4%	1%	?	10%	30%	-8%	29%[57.1 µM]	i	0%
O=C(NNc1ccccc1F)c1sccc1Cl	/	-2%	-27%	/	62%[activator]	/	5%	/	0%
COc1ccc(S(=O)(=O)Nc2ccccc2C(=O)N2CCOCC2)cc1C	5%	-2%	-21%	10%	32%	5%	7%	-3%	-2%
Cc1cc(NC(=S)NC(=O)C2CC2)ccc1Br	?	-1%	-24%	0%	26%	-7%	45µM*	-1%	2%
CCCc1nc(-c2ccccc2O)n(-c2ccccc2)n1	-21%	-8%	-2%	-3%	68%	3%	2%	6%	9%
Cc1ccc(S(=O)(=O)Nc2ccc(Nc3ccccc3)cc2)cc1	18µM*	-5%	-11%	9%	-14%	0%	17%	i	?
Cc1ccc(O)c(C2=NOC(O)(C(F)(F)F)C2)c1 (stereo not given)	?	-2%	-4%	-5%	5%	22%	2%	-5%	-10%
Cc1cccc(C(=O)Nc2nnc(SCC(=O)NC3CC3)s2)c1	13%	-5%	-5%	-14%	-3%	0%	7%	-10%	-10%
O=C1C(O)=C(O)C(=O)c2ccccc21	?	?	-38%	-6%	?	19%	?	-10%	56µM*
CCOc1cc(C(=O)Nc2ccccc2F)cc(Br)c1OCC	-11%	-3%	-1%	-1%	28%	-9%	11%[57.1 µM]	-10%	25%
c1ccc(-n2nnnc2SCc2cn3cccnc3n2)cc1	9%	0%	12%	-2%	8%	1%	22%	3%	-2%
Cc1ccc2c(c1)c1c3n2CCN(C=O)C3CCC1 (stereo not given)	?	1%	12%	-13%	-15%	13%	-5%	3%	?

Among those listed so far, these contain a COOH group:
SMILES	12-LOX inh	Pin1 inh	RGS4 inh	ERG-DNA inh	HP1b chromo inh	GLS inh	TrxR1 inh	PGK inhibitor	JMJD2A Tudor inh
O=C(COc1cccc2ccccc12)Nc1cc(Cl)ccc1C(=O)O	?	-10%	-25%	-9%	7%	-19%	14%[57.1 µM]	-1%	-22%
Cc1ccc(OCCSc2nc3ccccc3n2CC(=O)O)cc1	13%	1%	28%	-17%	8%	11%	17%[2.29 µM]	-5%	-32%
Cc1ccc(C)c2nc3sc(C(=O)O)cc3cc12	-10%	3%	-30%	-8%	37%	0%	2%[57.1 µM]	0%	-5%

An excerpt (hit frequency here may not be typical).
